DRD3 antagonist: antagonists of human D3 dopamine receptor. P35462. D3R cells, DiscoveRx beta-arrestin luminescence, antagonist mode; active compounds read low. max response, negative = inhibition, %. 360,000 tested, 2.5% active. AID 652054; in the data active = max response below about -50%; inconclusive = no clear call, values can overlap the other calls; note: % is set by controls: 0 for no effect and ±100 for the full control effect; mostly tested at two doses, the higher about 12 µM
Target sequence (P35462 whole entry, looked up): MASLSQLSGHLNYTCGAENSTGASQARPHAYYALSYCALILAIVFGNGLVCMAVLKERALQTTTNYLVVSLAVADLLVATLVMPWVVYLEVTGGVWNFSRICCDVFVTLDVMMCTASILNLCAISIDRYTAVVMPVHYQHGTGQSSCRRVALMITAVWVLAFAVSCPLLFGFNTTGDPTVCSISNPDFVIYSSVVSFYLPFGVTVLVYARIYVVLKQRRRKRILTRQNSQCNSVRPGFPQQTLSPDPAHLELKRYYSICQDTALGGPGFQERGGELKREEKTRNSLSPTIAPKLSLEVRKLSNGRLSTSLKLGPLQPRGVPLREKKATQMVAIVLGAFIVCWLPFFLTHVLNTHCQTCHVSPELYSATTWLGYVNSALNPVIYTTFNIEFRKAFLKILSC
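Cells plated overnight at 1500 cells/well, then exposed to library compounds with dopamine controls for 90 minutes at 37 degrees C. DiscoveRx reagent added for 30–60 minutes at room temperature; luminescence read, quantitative HTS format.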
PTHR1 ag: agonists of human PTHR1 parathyroid hormone receptor; Potency, µM (titrated, usually from 115 µM), inactives show top-dose activation, actives largely listed as activators; 410,000 tested, 0.075% active; HEK293 GP2 PTHR1 cells, GloSensor cAMP luminescence, 1 h; note: potency is the fitted concentration of half-maximal effect; nearly all actives have a fitted effect of over 55% in size; some results filed as inactive show a strong effect at the top dose; inactives centre near -15; many of its hits are not listed in these tables
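HEK-293-derived GP2 cells expressing PTHR1 and a GloSensor cAMP reporter, 3,000/well, plated overnight, given luciferin plus IBMX (each 0.5 mM as added) for 1 h at 37 °C, then compound for 1 h at 37 °C. Luminescence was read after 15 min at room temperature.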
TDP43 rescue: inhibitors of TDP-43 toxicity in yeast. TDP-43 expressing yeast growth rescue, BacTiter-Glo, 24 h. Potency, µM (doses to about 46.1 µM), without a hit: at the highest dose growth rescue (activation), hits mostly activators. 410,000 tested, 1.8% active. AID 652104; note: potency is the fitted concentration of half-maximal effect; % of control where 0% means no effect; nearly all actives have a fitted effect of over 50% in size
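Readout is BacTiter-Glo luminescence of cell growth, so inhibitors register as activators. TDP-43-expressing yeast at OD600=0.02 in galactose medium, after raffinose pregrowth to mid-log, were incubated with compound for 24 hr at 30 deg C.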
GLP-1R inv ag: GLP-1 receptor (human) inverse agonism; HEK293 GLP-1R CRE-luciferase, luminescence, 24 h; GLP-1R form is constitutively active; Potency, µM (titrated, usually from 38.3 µM), for the others: at the top dose activity change, negative = inhibition, hits mostly inhibitors; 410,000 tested, 1.6% active; AID 624417; note: potency is the fitted concentration of half-maximal effect; % is set by controls: 0 for no effect and ±100 for the full control effect; nearly all actives have a fitted effect of over 55% in size
Target sequence (P43220 whole entry, looked up): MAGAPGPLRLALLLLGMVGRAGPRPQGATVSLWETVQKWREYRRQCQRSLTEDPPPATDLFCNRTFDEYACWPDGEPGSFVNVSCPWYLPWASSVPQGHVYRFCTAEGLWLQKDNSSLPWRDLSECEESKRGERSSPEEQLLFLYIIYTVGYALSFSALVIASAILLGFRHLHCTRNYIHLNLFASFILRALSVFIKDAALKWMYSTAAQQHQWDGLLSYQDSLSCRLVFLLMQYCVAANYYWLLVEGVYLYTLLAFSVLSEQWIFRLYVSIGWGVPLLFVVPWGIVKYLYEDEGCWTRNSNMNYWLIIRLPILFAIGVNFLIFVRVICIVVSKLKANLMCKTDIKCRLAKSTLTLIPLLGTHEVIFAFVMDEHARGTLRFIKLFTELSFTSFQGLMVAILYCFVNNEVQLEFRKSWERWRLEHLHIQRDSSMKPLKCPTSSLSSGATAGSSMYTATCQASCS
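Luminescence readout: a drop in cAMP-driven luciferase signal flags inverse agonism at a constitutively active GLP-1R stably expressed in HEK293. Compound exposure lasted 24 hr at 37 deg C, 5% CO2.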
HEK293 tox: cytotoxic in the GLP-1 receptor inverse agonist counter-screen | HEK293 cAMP-luciferase reporter cells, luminescence, 24 h | Potency, µM (titrated, usually from 38.3 µM), for the others: top-dose activity change, negative = inhibition, actives largely listed as inhibitors | 410,000 tested, 0.13% active | AID 624418;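 note: loss of luciferase light is scored as toxicity; potency is the fitted concentration of half-maximal effect; % is set by controls: 0 for no effect and ±100 for the full control effect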
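Luminescence readout: signal drop marks cytotoxicity. Plated cells grew 12 h at 37 °C, 5% CO2, received 23 nL compound for 24 h, then got luciferase reagent, read after 12 min at RT.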
GLP-1R agonist: GLP-1 receptor (human) agonism. 380,000 tested, 0.007% active. Potency, µM (titrated, usually from 45.6 µM), without a hit: at the top dose activation, actives largely listed as activators. P43220. HEK293 GLP-1R CRE-luciferase, luminescence, 4-6 h; cells express a hypersensitive GLP-1R form; note: potency is the fitted concentration of half-maximal effect; % of control where 0% means no effect
D3 ag: agonists of human D3 dopamine receptor; max activation, %; 410,000 tested, 0.58% active; P35462; AID 652048; D3R DiscoveRx beta-arrestin cells, luminescence, 90 min; in the data active = max activation above about 30%; note: 0% is about no effect; mostly tested at two doses, the higher about 12 µM
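Cells at 1500/well, incubated overnight, then treated with pinned compounds (dopamine as control) for 90 min at 37 degrees C. DiscoveRx reagent added for 30 - 60 minutes at room temperature; luminescence read.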
aSyn yeast inh: alpha-synuclein toxicity inhibition in yeast. Yeast expressing alpha-synuclein, growth rescue, BacTiter-Glo, 24 h. 370,000 tested, 0.14% active. Potency, µM (doses to about 46.1 µM), without a hit: top-dose growth rescue (activation), most hits filed as activators; note: potency is the fitted concentration of half-maximal effect; % of control where 0% means no effect; nearly all actives have a fitted effect of over 65% in size
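Galactose-induced alpha-syn yeast (OD600=0.02, raffinose-pregrown) + pinned cpd, 24 hr, 30 deg C; growth by BacTiter-Glo luminescence. Growth restoration scores as activation.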
KB-V1 cytotox: kills drug-selected multidrug resistant KB-V1 cells. KB-V1 MDR cells viability, CellTiter-Glo, 72 h. Potency, µM (series often up to 46.1 µM), for inactives: at the highest dose activity change, negative = cytotoxicity, hits mostly cytotoxic. 400,000 tested, 3.4% active. AID 1347076; note: potency is the fitted concentration of half-maximal effect; % is set by controls: 0 for no effect and ±100 for the full control effect; nearly all actives have a fitted effect of over 60% in size
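Cytotoxicity via CellTiter-Glo luminescence after 72 h compound exposure at 37 degrees C. Cells: drug-selected KB-V1 line, DMEM phenol-red free plus 10% FBS. Compounds tested at multiple concentrations; normalized data fitted to concentration-effect curves.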
* marks the source's active call; other numbers are inactive results; i = inactive; u = inconclusive; x = not tested or not shown; & = joins results of further samples; [ ] = remark or other dose. Unless noted, calls come from the whole dose curve; as a rule, active = well fitted curve in the direction sought with a large enough effect; inconclusive = small, poorly fitted or top-dose-only effect, or another doubt; inactive = no such curve, though single readings can be large; an effect the other way counts as inactive or inconclusive. Not all compounds are listed. The share of hits here may be higher or lower than overall.

nr	Molecule	GLP-1R agonist	D3 ag	PTHR1 ag	KB-V1 cytotox	GLP-1R inv ag
1	COc1cccc(NC(=O)CSCc2n[nH]c(=O)[nH]2)c1	-7%	-6	i	9%	1%
2	Cc1ccc(N2CCN(C(=O)c3cc(-c4ccc(F)cc4)[nH]c3C)CC2C)cc1 (stereo not drawn)	0%	25	-37%[inhibitor]	u	u
3	CC(C)(C)Cc1c(-c2ccc(Br)cc2)nc2ccc(Br)cn12	-3%	-6	-19%	24%	u
4	CC(C)(C)OC(=O)N[C@@H](C(=O)OC(C)(C)C)c1ccc2c(c1)OCO2	2%	-1	i	11%	u
5	COc1cc(-c2nc(-c3ccc(NC(=O)c4ccc(Br)o4)cc3)no2)cc(OC)c1OC	-13%	105*	-21%	u	-14%
6	CCCN(CCC)C(=O)Cn1c(=O)n(CCCCC(=O)NC2CCCC2)c(=O)c2ccccc21	2%	5	i	-24%	11%
7	Cn1[nH]c(-c2ccccc2)c(/C=N/O)c1=O	-2%	-1	i	0%	-5%
8	N#Cc1cccc(NC(=O)CNc2cccc(S(=O)(=O)N3CCCCC3)c2)c1	-2%	0	-46%[inhibitor]	u	u

nr	DRD3 antagonist	HEK293 tox	TDP43 rescue	aSyn yeast inh
1	-12	-13%	-16%	-4%
2	15	-22%	u	-14%
3	0	-3%	0%	2%
4	2	20%	0%	9%
5	39	u	0%	-1%
6	-19	-6%	-14%	-11%
7	-16	-3%	-5%	-4%
8	-2	15%	7%	-5%

3 compounds from above, reduced to GLP-1R agonist.
nr | structure | GLP-1R agonist
3 | CC(C)(C)Cc1c(-c2ccc(Br)cc2)nc2ccc(Br)cn12 | -3%
4 | CC(C)(C)OC(=O)N[C@@H](C(=O)OC(C)(C)C)c1ccc2c(c1)OCO2 | 2%
5 | COc1cc(-c2nc(-c3ccc(NC(=O)c4ccc(Br)o4)cc3)no2)cc(OC)c1OC | -13%

(more compounds)
nr	Molecule	GLP-1R agonist	D3 ag	PTHR1 ag	KB-V1 cytotox	GLP-1R inv ag
9	CC(C)OC(=O)CSc1nc2c(c(C3CC=CCC3)c1C#N)CCC2 (stereo not drawn)	8%	1	-25%	u	u
10	Cc1cc(C)c(NC(=O)C2CC(=O)N(C3CCCC3)C2)c(C)c1 (stereo not drawn)	-3%	-5	-51%[inhibitor]	10%	-4%
11	COc1ccc(NC(=O)CN(C)CC(=O)Nc2ccc(Cl)cc2[N+](=O)[O-])cc1	15%	-10	i	u	2%
12	CCN1CCN(CCCNC(=O)c2cc3c(s2)-c2ccccc2OC3)CC1	6%	-19&-21	-15%&12%	u	u
13	CN1CCN(/C=N/C2=C(C#N)C(c3ccccc3)C3=C(CC(C)(C)CC3=O)O2)CC1 (stereo not drawn)	2%	-4	-16%	-6%	6%
14	Cc1cccc(C)c1NC(=O)CN(C)CC(=O)Nc1cc(Cl)ccc1C#N	-3%	1	-30%	-9%	-20%
15	CC(C)C(=O)Nc1nnc(CCc2nnc(NC(=O)C(C)C)s2)s1	2%	2	-8%	u	-7%
16	Cc1cc(NC(=O)c2ccc(N3C(=O)CCC3=O)cc2)no1	-7%	0	i	19%	4%

nr	DRD3 antagonist	HEK293 tox	TDP43 rescue	aSyn yeast inh
9	4	16%	-17%	11%
10	-23	0%	10%	-2%
11	-7	12%	-9%[9.22 µM]	-21%
12	u	u	-40%&-55%[inhibitor]	-4%&-13%
13	-16	-2%	-9%	-2%
14	1	-2%	7%	-7%
15	-1	9%	1%	1%
16	5	-16%	12%	2%

The list goes on:
nr	Molecule	GLP-1R agonist	D3 ag	PTHR1 ag	KB-V1 cytotox	GLP-1R inv ag
17	CC(C)NS(=O)(=O)c1ccc(OCC(=O)Nc2ccc3c(c2)OCO3)cc1	18%	1	0%	-15%	0%
18	COc1ccc(CN2C(=O)CC(C(=O)NCCc3ccc(S(N)(=O)=O)cc3)SC2=Nc2ccccc2)cc1 (stereo not drawn)	10%	0	-6%	5%	u
19	CCCCC(=O)Nc1ccccc1C#N	6%	-6	-22%	1%	6%
20	O=C(Cc1ncc(C(F)(F)F)cc1Cl)Nc1ccc(F)cc1	16%	1	i	18%	u
21	CC1CN(S(=O)(=O)c2cccc(C(=O)Nc3cc(Cl)ccc3N3CCOCC3)c2)CC(C)O1 (stereo not drawn)	18%	-2	-37%[inhibitor]	0%	-3%
22	CC1Cc2nc(SCC(=O)Nc3ccc(F)cc3F)n(C)c(=O)c2S1 (stereo not drawn)	4%	-3	i	0%	6%
23	Cc1ccccc1NC(=S)/C(=C(\[O-])c1cc(C)n(Cc2ccccc2Cl)c1C)[n+]1ccccc1	1%	-7	14%	-20%	-18%
24	COc1ccc(S(=O)(=O)n2[nH]c(=O)c(CCO)c2C)c([N+](=O)[O-])c1	1%	-3	-10%	23%	13%

nr	DRD3 antagonist	HEK293 tox	TDP43 rescue	aSyn yeast inh
17	1	5%	10%	-13%
18	7	-23%	-5%	2%
19	0	4%[1.53 µM]	-10%	-5%
20	-13	-6%	9%	-5%
21	18	-4%	28%	-4%
22	-11	-31%	u	-12%
23	-13	-9%	12%	2%
24	8	-3%	-11%[9.22 µM]	3%

The list goes on.
nr	Molecule	GLP-1R agonist	D3 ag	PTHR1 ag	KB-V1 cytotox	GLP-1R inv ag
25	CC1=C(C(=O)N2CCOCC2)CC(CC(=O)NC(c2ccccc2)c2ccccc2)C(=O)N1Cc1ccc(F)cc1 (stereo not drawn)	-7%	5	-17%	-4%	6%
26	O=S(=O)(c1cccc2cccnc12)N1CCN(c2ccccc2)CC1	-6%	5	i	5%	-5%
27	O=S1(=O)N=C(N/N=C/c2ccccn2)c2ccccc21	1%	2	i	u	1%
28	CNc1cncc(-c2ccc(OC)cc2)n1	22%	4	-16%	1%	1%
29	Cc1ccc(-c2nc(C)c(C(=O)O)s2)cc1	-4%	8	-18%	u	10µM*
30	CCCS(=O)(=O)NC(=O)C1(C)CCN(C(=O)c2ccccc2OC(F)(F)F)C1 (stereo not drawn)	1%	0	-13%	5%	19%
31	COc1cc(C(=O)N2CCN(C/C=C/c3ccccc3)CC2)cc(OC)c1OC	4%	33*	i	u	-8%
32	CCC(CC)NC(=O)COC(=O)c1ccc(OCc2ccc(C(C)=O)cc2OC)c(OC)c1	17%	1	-1%	-2%	15%

nr	DRD3 antagonist	HEK293 tox	TDP43 rescue	aSyn yeast inh
25	16	4%	u	-1%
26	15	-15%	4%	0%
27	-28	9%	u	7%
28	22	1%	u	u
29	-5	-7%	-12%	0%
30	0	4%	9%	-6%
31	29	-24%	u	1%
32	13	8%	5%	2%

Other structures.
nr	Molecule	GLP-1R agonist	D3 ag	PTHR1 ag	KB-V1 cytotox	GLP-1R inv ag
33	O=C(O)/C(=C\c1ccc(Cl)cc1)c1ccc(S(=O)(=O)N2CCCC2)s1	2%	-1	-12%	-9%	17%
34	C/C(Nc1cccc(F)c1)=C(/C#N)C(N)=O	4%	8	i	14%	4%
35	Cc1ccccc1N(CC(=O)NC(C)(C)C)C(=O)CCC(=O)Nc1nccs1	1%	2	-26%	0%	6%
36	O=C1OC(C(Cl)(Cl)Cl)Nc2ccccc21 (stereo not drawn)	-7%	-2	-5%	5%	16%
37	Cc1ccc(-c2noc(C3CCCN(C(=O)c4cccc(F)c4)C3)n2)cc1 (stereo not drawn)	17%	5	-35%[inhibitor]	-7%	u
38	Cc1cccc(NC(=O)C(=O)NCCc2c[nH]c3ccccc23)c1C	12%	9	-16%	2%	u
39	Cc1cc(C)cc(NC(=O)Cn2cc(C(=O)c3ccncc3)c(=O)c3cc(C)c(C)cc32)c1	x	-3	i	x	-2%
40	COCCNC(=S)N(CCc1c(C)[nH]c2ccc(F)cc12)Cc1ccco1	-7%	0	-45%[inhibitor]	-25%	u

nr	DRD3 antagonist	HEK293 tox	TDP43 rescue	aSyn yeast inh
33	6	6%	6%	1%
34	4	2%	13%	1%
35	0	0%	u	4%
36	-18	-1%	-11%	-2%
37	-6	5%	21%	1%
38	8	-4%	0%	-5%
39	x	-12%	4%	x
40	-15	-9%	22%	u

Complete entries, quoted from the list:
`O=C1OC(C(Cl)(Cl)Cl)Nc2ccccc21` (stereo not drawn) is listed with GLP-1R agonist: -7%; D3 ag: -2; PTHR1 ag: -5%; KB-V1 cytotox: 5%; GLP-1R inv ag: 16%; DRD3 antagonist: -18; HEK293 tox: -1%; TDP43 rescue: -11%; aSyn yeast inh: -2%
`O=C(O)/C(=C\c1ccc(Cl)cc1)c1ccc(S(=O)(=O)N2CCCC2)s1` is listed with GLP-1R agonist: 2%; D3 ag: -1; PTHR1 ag: -12%; KB-V1 cytotox: -9%; GLP-1R inv ag: 17%; DRD3 antagonist: 6; HEK293 tox: 6%; TDP43 rescue: 6%; aSyn yeast inh: 1%

(next part)
nr	Molecule	GLP-1R agonist	D3 ag	PTHR1 ag	KB-V1 cytotox	GLP-1R inv ag
41	Cc1ccc(C)c(N2C(=O)N(C)c3ccccc3S2(=O)=O)c1	-2%	-10	-6%	27%	u
42	O=C(NCCN1CCOCC1)c1cc(-c2ccccc2)on1	-3%	-1	i	-20%	115%[activator]
43	C/C(=N\NC(=O)c1ccc(-c2ccccc2)cc1)c1cccc(N)c1	0%	3	-5%	5%	-22%
44	O=C(CN(c1cccc(C(F)(F)F)c1)S(=O)(=O)c1ccc(Cl)c([N+](=O)[O-])c1)NCc1ccccc1	-1%	-7	-22%	-9%	0%
45	COC(=O)CSc1nnc(CNC(=O)c2ccco2)n1-c1ccc(F)cc1	3%	16	-13%[57.5 µM]	19%	0%
46	O=C(NCCS(=O)(=O)c1ccc(Cl)cc1)c1ccc(F)cc1	4%	10	i	-5%	12%

nr	DRD3 antagonist	HEK293 tox	TDP43 rescue	aSyn yeast inh
41	x	2%	u	x
42	3	-7%	-25%	-16%
43	8	5%	u	-8%
44	29	-11%	11%	-1%
45	30	0%	-9%	0%
46	3	11%	-4%	12%

Bioassay records from PubChem.
